# Screening results deposited in PubChem by National Center for Advancing Translational Sciences (NCATS).
# CCT chaperon mod: modulators of cytosolic chaperonin (CCT/TRiC) activity; purified chaperonin ATPase assay, HTRF ADP detection, 30 min; activity change, % (no concentration beside the values), hits read low; 0.3% of 360,000 active; in the data active = activity change below about -30%; also: % is scaled to controls: 0 for no effect and ±100 for the full control effect
#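 Enzyme 40 or 20 nM (batch-dependent) in Tris pH 7.4/KCl/MgCl2/DTT; cpd 76 uM single point; ATP 10 uM; 30 min 37 °C; Transcreener ADP HTRF detection, 30 min RT; ratio 665/615.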
# pAkt inh: Akt phosphorylation inhibition; Neuro2A IGF-stimulated pAkt S473 HTRF, 20 min; active compounds read low; activity change, % for hits at 50 µM; 0.32% of 360,000 active; in the data active = activity change below about -80%; inconclusive = mostly about -51% to -80%; also: % is scaled to controls: 0 for no effect and ±100 for the full control effect
#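 Neuro2A cells (4,500/well, DMEM with 0.5% FBS) were treated with compound at a single 50 µM final concentration, stimulated with 6 nM IGF for 20 min at 37 °C, and lysed. Phospho-Akt Ser473 was read by HTRF as 665/615 ratio ×10^4.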
# TGFb SMAD3 inh: blocks TGF-b signaling; HepG2 CAGA-GFP TGF-b/SMAD3 reporter, GFP fluorescence, 18 h; TGF-beta stimulated, 500 pg/mL final; Potency, µM (top dose mostly 46.1 µM), without a hit: at the top dose activity, negative = inhibition, actives largely listed as inhibitors; 1.2% of 410,000 active; also: potency is read from the fitted curve at half-maximal effect; % is scaled to controls: 0 for no effect and ±100 for the full control effect; nearly all actives have a fitted effect of over 65% in size
#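 HEPG2 CAGA-GFP cells (1000/well, DMEM with 1% FBS) were pre-incubated 2 h at 37 degrees C, given compound by pin tool, then stimulated with TGF-beta at 500 pg/mL final for 18 h before per-cell GFP fluorescence imaging.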
# MmCpn inh: blocks the Methanococcus maripaludis chaperonin Mm-Cpn; purified Mm-Cpn ATPase, ADP Transcreener TR-FRET; 0.031% of 330,000 active; Potency, µM (top dose mostly 76.9 µM), without a hit: at the highest dose activity, negative = inhibition, most hits filed as inhibitors; also: potency is read from the fitted curve at half-maximal effect; % is scaled to controls: 0 for no effect and ±100 for the full control effect; nearly all actives have a fitted effect of over 80% in size
#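 25 nM Mm-CPN + cpd, 10 min 37°C; + 10 uM ATP, 30 min 37°C; buffer 30 mM Tris pH 7.4, 100 mM KCl, 5 mM MgCl2, 1 mM DTT; Transcreener ADP HTRF detection 30 min RT.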
# Nrf2 ARE act: Nrf2 pathway activation; AREc32 ARE-luciferase reporter (MCF7-derived line), luminescence, 24 h; Potency, µM (series often up to 46.1 µM), without a hit: at the highest dose activation, hits mostly activators; 0.31% of 410,000 active; also: potency is read from the fitted curve at half-maximal effect; % of control where 0% means no effect; nearly all actives have a fitted effect of over 65% in size
#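 ARE-driven firefly luciferase activity in AREc32 cells measured after a 24 hr compound exposure at 37 deg C, using Steady-Glo reagent and a 30 min room-temperature hold.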
# A549 tox: counter-screen for Nrf2 inhibitors: cytotoxicity in A549 cells | A549 ARE-Fluc cells, CellTiter-Fluor viability, 18-24 h | Potency, µM (doses to about 46 µM), for inactives: at the highest dose activity change, negative = cytotoxicity, hits mostly inhibitors | AID 504648 | 0.16% of 390,000 active; also: potency is read from the fitted curve at half-maximal effect; % is scaled to controls: 0 for no effect and ±100 for the full control effect
#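 Cytotoxicity counterscreen: CellTiter-Fluor fluorescence was measured in A549 ARE_Fluc cells after 18-24 h of compound exposure in a concentration series. The subsequent BugLite luminescent read reports ARE-luciferase activity.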
# EPAC2 ag: activates human EPAC2 exchange factor | AID 720711 | Potency, µM (series often up to 154 µM), inactives show at the top dose activation, hits mostly activators | 0.079% of 360,000 active | EPAC2 activation, biochemical qHTS; response scale: 100% = 6.5 mM cAMP response | Q8WZA2; also: potency is read from the fitted curve at half-maximal effect; nearly all actives have a fitted effect of over 50% in size
# Target sequence (Q8WZA2 whole entry, looked up): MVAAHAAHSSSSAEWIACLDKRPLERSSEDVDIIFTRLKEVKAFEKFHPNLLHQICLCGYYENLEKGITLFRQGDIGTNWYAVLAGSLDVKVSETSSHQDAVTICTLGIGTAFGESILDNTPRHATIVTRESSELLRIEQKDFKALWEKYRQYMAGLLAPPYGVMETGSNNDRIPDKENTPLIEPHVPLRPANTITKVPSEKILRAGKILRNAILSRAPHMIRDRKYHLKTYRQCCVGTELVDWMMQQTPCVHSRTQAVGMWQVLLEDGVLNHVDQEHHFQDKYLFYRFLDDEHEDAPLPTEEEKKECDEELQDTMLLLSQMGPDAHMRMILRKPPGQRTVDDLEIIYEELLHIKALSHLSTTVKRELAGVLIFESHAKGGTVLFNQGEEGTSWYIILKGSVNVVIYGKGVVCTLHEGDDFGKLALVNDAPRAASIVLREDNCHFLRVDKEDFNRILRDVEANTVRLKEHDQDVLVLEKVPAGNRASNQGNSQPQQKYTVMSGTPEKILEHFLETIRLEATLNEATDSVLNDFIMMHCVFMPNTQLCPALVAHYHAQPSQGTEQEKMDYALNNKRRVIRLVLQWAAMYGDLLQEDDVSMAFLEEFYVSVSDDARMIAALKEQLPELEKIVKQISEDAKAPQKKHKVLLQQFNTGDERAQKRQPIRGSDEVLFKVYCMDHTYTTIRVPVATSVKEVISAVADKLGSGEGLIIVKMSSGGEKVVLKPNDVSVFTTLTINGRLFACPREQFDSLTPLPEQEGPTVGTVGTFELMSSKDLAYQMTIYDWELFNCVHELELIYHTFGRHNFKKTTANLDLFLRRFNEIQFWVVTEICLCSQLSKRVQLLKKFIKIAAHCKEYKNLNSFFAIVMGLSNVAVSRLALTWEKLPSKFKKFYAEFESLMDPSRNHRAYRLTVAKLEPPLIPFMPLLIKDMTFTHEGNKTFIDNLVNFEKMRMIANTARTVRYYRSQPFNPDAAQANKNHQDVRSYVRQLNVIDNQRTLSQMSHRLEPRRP
#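 In this primary screen, activation is scored as increased exchange of BODIPY-GDP from Rap1B by 100 nM EPAC2, with 50 uM GDP as competitor. Signal is normalized to the 6.5 mM cAMP agonist control.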
# EPAC2 antag: blocks human EPAC2 exchange factor | EPAC2 GEF exchange of Rap1B-BODIPY-GDP, fluorescence | Potency, µM (top dose mostly 114 µM), for the others: top-dose activity, negative = inhibition, hits mostly inhibitors | Q8WZA2 | 0.18% of 360,000 active; also: potency is read from the fitted curve at half-maximal effect; % is scaled to controls: 0 for no effect and ±100 for the full control effect; nearly all actives have a fitted effect of over 45% in size; many of its hits are not listed in these tables
# Nrf2 inh: blocks Nrf2 signaling | 2.1% of 360,000 active | Potency, µM (doses to about 46 µM), for the others: top-dose activity change, negative = inhibition, most hits filed as inhibitors | A549 ARE-Fluc reporter, luciferase luminescence, 18-24 h; also: potency is read from the fitted curve at half-maximal effect; % is scaled to controls: 0 for no effect and ±100 for the full control effect; nearly all actives have a fitted effect of over 60% in size
#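 Nrf2 activity is the BugLite luminescence, read 15 min after reagent at room temperature, following CellTiter-Fluor cytotoxicity readout (30 min, 37C). Compound titrations were applied for 18-24 h to 5000 A549 ARE_Fluc cells/well in 5% FBS OPTI-MEM.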
# The depositor's hits bear a star; i = inactive; ? = inconclusive; . = no result given; [ ] = remark or other dose. Unless noted, calls follow the shape of the dose curve; as a rule, active = well fitted curve in the direction sought with a large enough effect; inconclusive = small, poorly fitted or top-dose-only effect, or another doubt; inactive = no such curve, though single readings can be large; an effect the other way counts as inactive or inconclusive. An excerpt; rates above refer to the full screens.
# The first 3 compounds, to show the layout:
nr	smiles	CCT chaperon mod	pAkt inh	TGFb SMAD3 inh	MmCpn inh	Nrf2 ARE act	A549 tox	EPAC2 ag	EPAC2 antag	Nrf2 inh
1	Cc1nnc(-c2ccc(Cl)cc2)[nH]c1=O	-2.5	i	-1%	0%	0.2%	0%	6%	9%	11%
2	Fc1ccc(NC(=S)Nc2ccc(Cl)cc2Cl)cc1	-4.0	i	-26%	1%	3.3%	1%	25%	-5%	?
3	NC(=O)c1ccc(NC(=O)COC(=O)c2ccccc2SCC(=O)N2CCCC2)cc1	3.0	i	-7%	.	5.4%	.	4%	-10%	.

# Main list, repeating the preview:
nr	smiles	CCT chaperon mod	pAkt inh	TGFb SMAD3 inh	MmCpn inh	Nrf2 ARE act	A549 tox	EPAC2 ag	EPAC2 antag	Nrf2 inh
1	Cc1nnc(-c2ccc(Cl)cc2)[nH]c1=O	-2.5	i	-1%	0%	0.2%	0%	6%	9%	11%
2	Fc1ccc(NC(=S)Nc2ccc(Cl)cc2Cl)cc1	-4.0	i	-26%	1%	3.3%	1%	25%	-5%	?
3	NC(=O)c1ccc(NC(=O)COC(=O)c2ccccc2SCC(=O)N2CCCC2)cc1	3.0	i	-7%	.	5.4%	.	4%	-10%	.
4	O=C(C1CC(c2ccc(F)cc2)=NO1)N1CCN(Cc2ccccc2)CC1 (stereo not drawn)	-2.4	i	4%	-1%	0.3%	-1%	5%	-3%	-10%
5	NC(=O)c1ccc(NC(=O)COC(=O)c2cccc(Oc3ccccc3)c2)cc1	-3.5	i	4%	0%	0.3%	1%	0%	3%	0%
6	COc1ccc(Nc2nc(Nc3ccc(OC)cc3OC)nc(N3CCN(C)CC3)n2)c(OC)c1	-0.2	i	21%	1%	-0.4%	3%	17%	-12%	1%
7	NC(Cc1ccc(C(F)(F)F)cc1)c1csc(Nc2ncccn2)n1 (stereo not drawn)	-2.1	i	21%	.	0.1%[9.22 µM]	.	3%	7%	.
8	COc1ccc(-c2nnn(CC(=O)N3CCN(c4ccc(F)cc4)CC3)n2)cc1	0.5	i	-6%	0%	0.0%	2%	-2%	9%	11%
9	Cc1sc2nc(CN3CCCCC3)nc(N3CCN(C(=O)c4ccco4)CC3)c2c1C	-2.5	i	4%	2%	0.5%	-1%	-3%	0%	-2%
10	CC[C@@H](C)C(N)c1cn([C@@H](CCC(=O)O)C(=O)N2CCNCC2)nn1 (stereo partly drawn)	1.5	i	0%	.	0.2%	-14%	7%	-3%	0%
11	COc1ccc(Nc2nc(NCC3CCCO3)c3ccccc3n2)c(OC)c1 (stereo not drawn)	-1.9	i	-22%	-8%	4.6%	4%	17%	-4%	9%
12	CCn1c(N)c(C(=O)COC(=O)CCc2nc3ccccc3c(=O)[nH]2)c(=O)[nH]c1=O	1.9	i	0%	2%	0.3%	-3%	-4%	3%	0%
13	Cc1ccccc1N1CCN(S(=O)(=O)c2ccc3oc(=O)ccc3c2)CC1	2.3	i	-32%	-1%	-0.1%	7%	9%	18%	.
14	O=C(NC12CC3CC(CC(C3)C1)C2)c1cccnc1Cl	0.3	i	0%	1%	-0.6%	-2%	-2%	8%	14%
15	COc1ccc(Nc2nc(N)nc(C(F)(F)F)n2)c(OC)c1	0.2	i	-7%	-3%	-0.1%	-1%	-11%	-4%	-13%
16	CCOC(=O)c1c(C)n(C)c2ccc(OC(C)=O)cc12	-4.1	i	-7%	1%	0.1%	-10%	3%	9%	.
17	COC(=O)c1sccc1NC(=O)Nc1cc(C)ccc1OC	-0.8	i	2%	1%	7.0%	-2%	16%	-16%	-2%
18	CCCCCCSc1ccc([C@H]2N[C@@](Cc3ccccc3)(C(=O)OC)[C@H]3C(=O)N(CC)C(=O)[C@@H]23)cc1	1.8	i	4%	?	-0.8%	-9%	-3%	-2%	-14%
19	COc1cc(NS(=O)(=O)c2ccc(NC(=S)NC(=O)CC(C)C)cc2)nc(OC)n1	0.0	i	0%	2%	-0.5%	8%	0%	24%	5%
20	CCC(=O)N(Cc1cc(=O)[nH]c2ccccc12)c1ccc(C)cc1	-2.8	i	-4%	-11%	2.4%	1%	-3%	-7%	13%

# Later entries.
nr	smiles	CCT chaperon mod	pAkt inh	TGFb SMAD3 inh	MmCpn inh	Nrf2 ARE act	A549 tox	EPAC2 ag	EPAC2 antag	Nrf2 inh
21	CC(=O)Nc1ccc2c(c1)OCO2	-1.3	i	1%	1%	-0.2%	-3%	5%	-5%	-5%
22	CCCCNC(=O)CCn1c(=O)c2ccccc2n(CC(=O)Nc2ccccc2OCC)c1=O	-2.9	i	-2%	1%	-0.3%	1%	0%	3%	.
23	CCOCCCNC(=O)c1ccc(-n2c(-c3ccccc3)cc3c2CCCCC3)cc1	.	.	?	.	?	-2%	.	.	18µM*
24	Cn1nc(C(C)(C)C)c([N+](=O)[O-])c1C(N)=O	0.7	i	15%	0%	0.2%	2%	0%	-3%	-2%
25	CC1CN(C(=O)CCC(=O)NCc2cccnc2)c2ccccc2O1 (stereo not drawn)	1.8	i	3%	1%	-0.1%	3%	0%	13%	1%
26	CCc1ccc(CNC(=O)CCS(=O)(=O)Cc2ccccc2F)cc1	-1.8	i	-8%	1%	1.0%	8%	2%	-2%	21%
27	NC(=O)C1CCN(C(=O)C(Cc2ccccc2)NC(=O)c2ccccc2)CC1 (stereo not drawn)	0.7	i	2%	0%	-0.9%	0%	7%	-3%	-13%
28	COc1ccc(CCNC(=O)CNS(=O)(=O)c2ccc(Br)cc2)cc1	-0.4	i	-16%	.	0.1%	2%	2%	0%	10%
29	CCOC(=O)c1sc2nc3c(SCCC#N)cc(C(=O)c4cc(F)ccc4O)cn3c(=O)c2c1C	-2.2	i	8%	1%	2.3%	1%	13%	-3%	-12%
30	CCCCOCCCNc1ncnc2c1[nH]c1ccccc12	-4.9	i	?	-1%	2.2%	-13%	6%	-1%	9.2µM*
31	Cc1ccc(NC(=O)CC2SC(=NCC3CCCO3)NC2=O)cc1Cl (stereo not drawn)	-0.4	i	-17%	2%	0.1%	-6%	2%	-2%	-11%
32	COCCCNC(=O)Cn1c(=O)n(Cc2ccc(C(=O)NCCc3ccc(OC)c(OC)c3)cc2)c(=O)c2ccccc21	-4.0	i	-2%	1%	-0.7%	0%	-3%	-5%	?
33	O=C(O)c1cc(Cl)c(Cl)cc1C(=O)N(Cc1ccccc1)Cc1ccccc1	-2.6	i	-26%	-4%	0.1%	-5%	-9%	0%	-11%
34	CCOC(=O)c1ccccc1NC(=O)CSc1nc2ccccc2c(=O)n1CCCN1CCOCC1	-2.0	i	-14%	-8%	0.3%	?	1%	-14%	-5%
35	COc1cc(OCc2ccccc2)c(C(=O)/C=C/c2ccc3c(c2)OCO3)c(OC)c1OC	-1.9	i	-4%	.	?	0%	14%	-11%	21µM*
36	CC(OC(=O)c1ccc(F)c(S(=O)(=O)N2CCOCC2)c1)C(=O)NCC1CCCCC1 (stereo not drawn)	1.8	i	-2%	2%	0.4%	9%	3%	-6%	1%
37	Cn1c(=O)c2c(ncn2CC(=O)N/N=C/C(Cl)=C/c2ccccc2)n(C)c1=O	-3.7	i	?	3%	3.3%	-9%	1%	5%	-8%
38	O=C(CNS(=O)(=O)c1ccc(Br)cc1)Nc1ccc2c(c1)OCCO2	-0.3	i	-1%	1%	0.3%	-4%	4%	1%	-7%
39	CCOC(=O)N1CCN(C(=O)CS(=O)(=O)Cc2nc(-c3cccc(OC)c3)oc2C)CC1	-2.0	i	-4%	3%	2.5%	0%	7%	-6%	0%
40	COc1ccc(C(=O)OCCN=C2NS(=O)(=O)c3ccccc32)cc1OC	1.9	i	0%	1%	-0.7%	-5%	7%	13%	?

# More results
nr	smiles	CCT chaperon mod	pAkt inh	TGFb SMAD3 inh	MmCpn inh	Nrf2 ARE act	A549 tox	EPAC2 ag	EPAC2 antag	Nrf2 inh
41	Cc1ccc(C(=O)NCCc2ccc(S(N)(=O)=O)cc2)o1	-1.7	i	1%	0%	-0.4%	1%	5%	-5%	2%
42	CCCc1nc2ccccc2c(=O)n1/N=C/c1ccc(O)cc1O	-2.0	i	-3%	-2%	-0.2%	-9%	7%	4%	-11%
43	COc1ccc2nc(C(c3ccc(C)cc3)n3c(-c4ccccc4Br)nc4ccccc43)[nH]c2c1 (stereo not drawn)	-0.9	i	-21%	.	0.5%	.	9%	8%	.
44	Fc1cccc(-c2ncc(-c3ccccc3)o2)c1	2.9	i	9%	.	?	0%	11%	5%	?
45	COc1ccc(/C=N/Nc2nc(C)nc(N)n2)cc1	-2.6	i	-22%	-1%	4.7%	-5%	-2%	-1%	?
46	Cn1ccnc1COc1ccc(/C=N/O)cc1	-0.5	i	-2%	0%	-0.8%	1%	-6%	0%	0%
47	COc1ccc(S(=O)(=O)N2CCCC2)cc1NC(=O)c1ccccc1	-0.9	i	1%	1%	-0.5%	-10%	11%	0%	2%
48	Cc1cc(C(=O)COC(=O)c2cccnc2Cl)c(C)n1C	-2.9	i	3%	-9%	-2.9%	-2%	-3%	-3%	?
49	COc1cc(/C=C2\SC(=O)N(c3ccccc3Cl)C2=O)cc([N+](=O)[O-])c1O	-2.6	i	-19%	0%	-0.7%	?	-5%	?	?
50	COc1cccc(CC(=O)N2CCCC(CCC(=O)N3CCN(c4ccccn4)CC3)C2)c1 (stereo not drawn)	2.1	i	-2%	-1%	-0.1%	-14%	-2%	4%	?
51	CC(=O)c1ccc(C)cc1OC(=O)c1cccc(F)c1	-1.0	i	7%	1%	2.3%	-6%	7%	-18%	9%
52	CCO[C@@H]1OC(C(=O)N2CCOCC2)=C[C@H](c2ccc(C(F)(F)F)cc2)[C@H]1CCCO	0.7	i	-9%	.	0.1%	-1%	1%	13%	3%
53	COc1cc2c(cc1OC)n(CC(=O)NC1CCCCCC1)n1c(C)cc(=O)nc21	1.7	i	-1%	-20%	-0.2%	-10%	-6%	-16%	-20%
